# PLK1 kinase inh: human PLK1 kinase inhibitors, primary screen, biochemical, TR-FRET | Serine/threonine-protein kinase PLK1 (Homo sapiens), P53350 | recombinant PLK1 kinase, TR-FRET peptide phosphorylation | inhibition, % at 10 µM | actives 0.53% (n = 97,000) | AID 619, 2007;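 active means inhibition of 50% or more in the single-concentration screen; inactive means inhibition below 50%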;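 further: 0% = DMSO max control and 100% = H-89 dihydrochloride min control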
# ERa SRC1 pot: enhancers of ERα–SRC-1 coactivator binding, primary screen, biochemical, TR-FRET, ERα LBD, low estradiol; Estrogen receptor (Homo sapiens), P03372; TR-FRET ERalpha-LBD/SRC-Cy5 coactivator binding, 2 h; 100 = basal binding, no effect; coactivator binding (% of control), % at 25.6 µM; actives 1.3% (n = 86,000); in the data active means activity above about 200%;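 further: binding measured in presence of low estradiol as agonist stimulus; 0% = peptide alone without receptor and 100% = receptor with peptide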
# Target sequence (P03372 whole entry, looked up, the tested form may be a part): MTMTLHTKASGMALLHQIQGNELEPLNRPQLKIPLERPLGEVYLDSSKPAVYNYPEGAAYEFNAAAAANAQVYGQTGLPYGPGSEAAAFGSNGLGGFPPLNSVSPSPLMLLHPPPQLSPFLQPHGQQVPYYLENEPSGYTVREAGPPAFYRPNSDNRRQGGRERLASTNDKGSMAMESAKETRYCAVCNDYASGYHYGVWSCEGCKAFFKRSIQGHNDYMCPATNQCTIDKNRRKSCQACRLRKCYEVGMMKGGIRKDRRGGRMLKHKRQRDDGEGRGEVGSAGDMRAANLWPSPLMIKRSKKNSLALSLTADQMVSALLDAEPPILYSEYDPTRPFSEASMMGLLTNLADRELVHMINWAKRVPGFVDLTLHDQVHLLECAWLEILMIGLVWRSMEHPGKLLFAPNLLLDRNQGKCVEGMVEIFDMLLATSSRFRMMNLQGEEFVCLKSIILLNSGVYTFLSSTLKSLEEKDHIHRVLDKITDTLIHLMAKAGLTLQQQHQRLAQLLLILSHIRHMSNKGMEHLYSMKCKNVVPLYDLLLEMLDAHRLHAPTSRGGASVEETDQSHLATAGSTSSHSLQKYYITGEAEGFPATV
# ERb coact inh: inhibitors of ERβ-SRC1 coactivator interaction, primary screen, biochemical, TR-FRET, ERβ LBD, SRC-1 peptide | AID 633, 2007 | inhibition, % at 25.6 µM | Estrogen receptor beta (Homo sapiens), Q92731 | actives 1.3% (n = 86,000) | TR-FRET ER-beta LBD / SRC1-Cy5 peptide binding; receptor agonist-loaded with 1 µM estradiol;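 active means compounds whose percent inhibition of the receptor-coactivator binding signal exceeds about 50% in the single-dose screen, limit read from the data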;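 further: 0% = receptor plus peptide wells without compound and 100% = peptide-only wells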
# Mac1 fbg inh: inhibitors of CD11b/CD18 adhesion to fibrinogen, primary screen, K562 cells, luminescence; ATPlite luminescence; Mn2+ added to activate the integrin; inhibition, % at 10 µM; actives 0.54% (n = 93,000); AID 1497, 2009;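 active means primary inhibition of 50% or more at 10 µM, then 40% or more on retest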; further: some results filed as inactive read as strong as hits
# HIV Rev-RRE inh: HIV-1 Rev-RRE binding inhibitors, primary screen, biochemical, FRET, protein-RNA interaction; inhibition, % at 8 µM; P05866; AID 704, 2007; actives 0.79% (n = 97,000); Rev peptide-RRE RNA binding;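 active means inhibition above the screen-wide mean plus 3 SD, cut at about 35% in these data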;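 further: 0% = median DMSO wells and 100% = median Neomycin B control wells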
# Target sequence (P05866 whole entry, looked up): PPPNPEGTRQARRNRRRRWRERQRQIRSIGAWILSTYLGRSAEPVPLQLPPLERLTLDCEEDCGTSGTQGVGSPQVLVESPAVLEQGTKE
#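 Test system – labelled RRE RNA duplex and labelled Rev peptide · Signal – fluorescein-to-Cy5 FRET, 480 nm excitation · Evaluation – % inhibition of FRET ratio versus controls · Benchmarks – DMSO low control, neomycin B high control · Incubation – 5 min RNA-compound premix plus 15 min binding step, 25 °C · Medium – HEPES pH 7.5 salt buffer with EDTA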
# FAK inh: FAK kinase inhibitors, primary screen, biochemical; Focal adhesion kinase 1 (Homo sapiens), Q05397; AID 727, 2007; biochemical FAK kinase activity assay; actives 0.84% (n = 97,000); inhibition, %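 (tested at 7 µM)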; in the data active means inhibition above about 19%;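 further: 0% = DMSO and 100% = reference compound high control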
# ERa coact inh: ERα–SRC-1 coactivator interaction inhibitors, primary screen, biochemical, TR-FRET, ERα LBD, estradiol-bound | actives 1.7% (n = 86,000) | Estrogen receptor (Homo sapiens), P03372 | TR-FRET ER-alpha LBD / SRC-1 peptide | inhibition, % at 25.6 µM; in the data active means inhibition above about 50%;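 further: 0% = receptor plus peptide control and 100% = peptide only without receptor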
# Plk1 PBD FP: Plk1 polo box domain binding inhibitors, primary screen, biochemical, fluorescence polarization | Serine/threonine-protein kinase PLK1 (Homo sapiens), P53350 | Plk1 PBD phosphopeptide binding | inhibition, %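 (tested at about 20 µM)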 | actives 0.13% (n = 97,000); in the data active means inhibition above about 34%, passing the limit was not always enough
# Mac1 fbg enh: enhancers of CD11b/CD18 adhesion to fibrinogen, primary screen, K562 cells, luminescence; Integrin beta-2 (Homo sapiens) + Integrin alpha-M (Homo sapiens), P05107+P11215; actives 0.07% (n = 93,000); ATPlite luminescence; activation, % at 10 µM;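 active means 10 µM primary screen giving 50% or more activity, confirmed by 40% or more on retest at that dose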; further: strong numbers were not always called active
# Active calls of the source: *; x = no result given; [ ] = another dose, or the depositor's remark.
SMILES,PLK1 kinase inh,ERa SRC1 pot,ERb coact inh,Mac1 fbg inh,HIV Rev-RRE inh,FAK inh,ERa coact inh,Plk1 PBD FP,Mac1 fbg enh
C=CCNC(=O)CN1CCC(n2c(C)nc3cc(C(F)(F)F)ccc32)CC1,-12.3,x,x,11.9,-1.0,-0.4,x,-11.6,3.3
Cc1ccc(NS(=O)(=O)c2cccc(C(=O)O)c2)c(C)c1,-11.5,172.9,0.8[fluorescence artefact?],-4.3,4.2,12.4,-14.8,20.0,-1.5
CCOC(=O)C1C(=O)OC2(CCCCC2)C1C(=O)OCC (stereo not drawn),-5.7,107.6,5.4[fluorescence artefact?],-6.2,1.1,1.1,10.8,8.8,-2.5
Cc1oc(-c2ccccc2)cc1C(=O)Nc1ccccc1,-8.5,89.8,-5.0,-11.6,5.3,5.3,-4.9,9.2,0.0
COc1cc(C(=O)Nc2nccs2)c(Br)c(OC)c1OC,-6.2,113.3,-10.9,-0.2,7.6,1.4,-30.2,-3.4,14.8
COc1ccc(/C=N/c2c(-c3ccc(OC)cc3)nc3n2CCS3)cc1,-13.1,86.1[fluorescence artefact?],0.0[fluorescence artefact?],x,-2.2,-1.0,-18.0[fluorescence artefact?],-9.7,x
CC(=O)OC1=C(C#N)Cn2ccc3cccc1c32,-7.7,63.1,46.3[fluorescence artefact?],-2.0,6.4,4.3,61.0*[fluorescence artefact?],-44.2,-2.1
C=CCNC(=O)NS(=O)(=O)c1ccc(C)cc1,-6.2,120.5[fluorescence artefact?],3.6[fluorescence artefact?],-10.0,3.9,0.3,2.6[fluorescence artefact?],-14.8,-0.4
CC(C)NC(=O)N1CCN(c2ccncc2S(=O)(=O)N2CCOCC2)CC1,-14.5,x,x,x,2.2,-3.4,x,15.7,x
O=C(CCSCc1ccccc1F)N1CCN(c2ccccn2)CC1,x,110.2,-3.4,-18.2,x,x,-13.3,x,0.9

# 5 entries from above, with values ahead of the structure:
PLK1 kinase inh | ERa SRC1 pot | ERb coact inh | Mac1 fbg inh | HIV Rev-RRE inh | FAK inh | ERa coact inh | Plk1 PBD FP | Mac1 fbg enh | mol
-5.7 | 107.6 | 5.4[fluorescence artefact?] | -6.2 | 1.1 | 1.1 | 10.8 | 8.8 | -2.5 | CCOC(=O)C1C(=O)OC2(CCCCC2)C1C(=O)OCC (stereo not drawn)
-8.5 | 89.8 | -5.0 | -11.6 | 5.3 | 5.3 | -4.9 | 9.2 | 0.0 | Cc1oc(-c2ccccc2)cc1C(=O)Nc1ccccc1
-6.2 | 113.3 | -10.9 | -0.2 | 7.6 | 1.4 | -30.2 | -3.4 | 14.8 | COc1cc(C(=O)Nc2nccs2)c(Br)c(OC)c1OC
-13.1 | 86.1[fluorescence artefact?] | 0.0[fluorescence artefact?] | x | -2.2 | -1.0 | -18.0[fluorescence artefact?] | -9.7 | x | COc1ccc(/C=N/c2c(-c3ccc(OC)cc3)nc3n2CCS3)cc1
-7.7 | 63.1 | 46.3[fluorescence artefact?] | -2.0 | 6.4 | 4.3 | 61.0*[fluorescence artefact?] | -44.2 | -2.1 | CC(=O)OC1=C(C#N)Cn2ccc3cccc1c32

# Continued:
SMILES,PLK1 kinase inh,ERa SRC1 pot,ERb coact inh,Mac1 fbg inh,HIV Rev-RRE inh,FAK inh,ERa coact inh,Plk1 PBD FP,Mac1 fbg enh
O=c1oc2c(CN3CCCCC3)c(O)ccc2c2c1CCCC2,-16.3,98.7,1.9[fluorescence artefact?],-25.9,8.6,0.2,13.5[fluorescence artefact?],6.5,0.0
Cc1cc(C)n(Cc2n[nH]c(=S)n2Cc2ccccc2)n1,4.4,70.2,14.2,-4.7,0.6,-1.3,-8.3[fluorescence artefact?],-5.9,2.0
CCSC1=C(C#N)C(c2ccccc2Cl)CC(=O)N1 (stereo not drawn),-11.4,x,x,x,-0.1,-0.6,x,-26.4,x
CCOC(=O)Cc1csc(NC(=O)c2c(-c3c(Cl)cccc3Cl)noc2C)n1,-8.2,103.8,-12.4,x,7.1,9.6,-0.6,10.4,x
CN1CCN(C(=O)c2ccc3c(c2)OCCO3)CC1,-4.2,103.9,0.1,x,7.2,-1.0,-2.2,4.5,x
COC(=O)c1cc(Br)c(=O)n(CCc2ccccc2)c1,-7.9,103.2,14.5,-7.3,1.7,-1.7,6.2,-21.4,0.9
CCN(Cc1ccccc1)C(c1ccccn1)c1nnnn1C1CCCCC1 (stereo not drawn),-4.5,107.9,-14.5[fluorescence artefact?],x,10.9,1.1,-19.3,-11.9,x
Cc1cc2ccccc2n1CCNC(=O)Cc1cccc2ccccc12,-13.5,211.7*,5.3,21.8,3.3,1.2,-0.3[fluorescence artefact?],3.1,-1.4
CC1(C)Cc2c(C#N)c(SCCOc3ccccc3)nc(N3CCOCC3)c2CO1,-10.4,142.6[fluorescence artefact?],8.2[fluorescence artefact?],-30.5,10.7,-1.3,12.3[fluorescence artefact?],1.1,7.1
COc1cc2c(cc1OC)C(C(=O)NCc1cccnc1)C(c1cccnc1)N(C)C2=O (stereo not drawn),-15.1,116.6[fluorescence artefact?],-17.4,x,0.2,-4.0,-5.9,-15.9,x
CCOC(=O)N1CCN(S(=O)(=O)c2ccc3c(c2)CCN3C(=O)C2CCC2)CC1,x,114.1,-0.3[fluorescence artefact?],-10.8,x,x,4.5[fluorescence artefact?],x,-0.5
Cc1ccc(NC(=O)c2cc(NC(=O)C3CC=CCC3C(=O)O)ccc2N2CCOCC2)cc1Cl (stereo not drawn),-12.8,96.2,-4.9,-0.9,1.3,-1.2,-3.0,-17.0,3.2
CCN1C(=O)c2cccc3c(S(=O)(=O)NCc4ccco4)ccc1c23,-19.3,107.7,-5.5,x,8.4,20.6*,-1.1,-4.4,x
COc1ccc(CCNC2=NCCS2)cc1,x,122.9,-2.2,1.1,x,x,4.5,x,0.4
CC(C)CCNC(=O)c1ccc2nc[nH]c2c1,-3.7,86.7,-3.5,-6.9,5.6,-0.4,-4.3,-5.1,-1.4
CCCNC(=O)c1ccccc1NC(=O)CN(c1ccccc1OCC)S(C)(=O)=O,-7.4,116.2,-4.4,9.8,0.5,2.6,-8.5,-9.6,-0.9
Cn1ncc(Cl)c1C(=O)N1CCc2ccccc21,-8.8,104.0,0.7[fluorescence artefact?],4.8,3.7,1.4,4.6[fluorescence artefact?],4.7,1.0
CC1(C)CC(=O)C2=C(C1)N(CCN1CCOCC1)C1=C(C(=O)CC(C)(C)C1)C2c1cccc(Cl)c1,0.8,51.8,23.8,x,-0.4,-2.5,3.2,3.9,x
Cc1ccc(N2C(=O)C3C4CC(=O)C(c5ccccc54)C3C2=O)cc1 (stereo not drawn),-9.0,x,x,x,1.9,-2.8,x,-20.6,x
O=C(c1ncc[nH]1)c1ccccc1C(=O)N1CCOCC1,-4.7,96.3,2.5,2.6,3.7,0.3,15.9,9.7,4.6
CCc1ccc(C(=O)CSc2ncn[nH]2)cc1,-9.4,103.8,0.7,-2.5,1.6,1.5,-12.0,5.7,1.1
C=CCSc1nnc2c(n1)OC(c1c(C)[nH]n(-c3ccccc3)c1=O)Nc1ccccc1-2 (stereo not drawn),-1.0,x,x,x,-1.7,-1.6,x,11.4,x
Cc1[nH]c(=O)[nH]c(=O)c1NC(=O)CSc1ncccc1-c1nc2ccccc2[nH]1,-5.4,139.8,10.3,35.2,6.6,-3.5,-7.2,-16.0,-0.1
Cc1cc(OCCOCCN2CCCC2)ccc1C(C)C,-1.4,79.3,12.4,2.7,-4.8,1.3,9.7,-2.4,4.6
NC(=O)C1CCN(Cc2nc3ccccc3c(=O)[nH]2)CC1,-17.7,91.2,-10.6,6.7,2.8,-0.4,-3.9,7.8,0.0
COc1ccccc1Nc1ncccc1C(=O)O,-17.5,101.9,18.7,x,3.6,-3.0,13.4[fluorescence artefact?],5.9,x
Cc1onc(-c2ccccc2Cl)c1C(=O)Nc1sc2c(c1C#N)CCC2,1.1,86.1,7.8,48.5,9.4,-5.8,3.5,25.2,-2.3
COc1ccccc1Cn1c(=O)[nH]c2cccnc21,-6.5,114.5,-4.9,-13.6,2.1,-3.8,-4.5,5.2,-3.0
CCCCCOC(=O)c1ccc(N2C(=O)C3C4C=CC(C4)C3C2=O)cc1 (stereo not drawn),1.3,87.9,-8.2,12.2,4.4,0.9,2.6,-15.9,-3.7
O=C1c2ccccc2-c2onc3ccc(NCCCn4ccnc4)c1c23,67.9*,89.1[fluorescence artefact?],27.0[fluorescence artefact?],7.1,137.4*[fluorescence artefact?],35.7*,69.9*[fluorescence artefact?],34.8,30.8
Cn1c(C(=O)O)c(CC(=O)Nc2ccc(F)cc2F)c2ccccc21,-9.7,108.0,17.7,7.3,4.7,-2.6,7.2,5.1,-0.3
O=c1ccnc(NCCc2ccccc2)[nH]1,-10.2,102.4,-6.8,12.1,8.0,1.3,-0.7,21.0,-0.4
COc1ccc(C(=O)c2ccc(N3CCN(C4CC(=O)NC4=O)CC3)cc2)cc1F (stereo not drawn),-4.8,128.9,0.4,4.9,5.6,1.1,-5.5,-1.6,-5.8
O=C(NCc1ccco1)c1cnn2c(C(F)F)cc(-c3ccccc3)nc12,-0.1,180.9,12.0,-12.3,10.1,0.4,40.9[fluorescence artefact?],14.0,1.1
CCOc1ccc(NC(=O)C(C)Sc2nnc(C)n2C)cc1 (stereo not drawn),2.1,105.5,45.9[fluorescence artefact?],-3.0,6.7,0.5,-4.2,-34.0,1.2
Cc1ccc(-c2cc3nc(C)cc(NCc4ccco4)n3n2)cc1,-2.6,85.6,13.0[fluorescence artefact?],19.4,9.7,7.7,6.8,1.8,-6.7
O=C1CCN(S(=O)(=O)c2ccccc2)N1,-11.7,x,x,x,2.0,1.2,x,15.6,x
O=c1cc(NCCCO)c2ccccc2o1,-2.7,103.5,-19.3,23.2,7.3,2.6,-2.7,-34.5,-0.6
Cc1nc(NNC(=O)c2ccc([N+](=O)[O-])cc2)cc(-c2ccccc2)n1,-11.6,203.5*[fluorescence artefact?],5.8[fluorescence artefact?],-3.4,1.2,-0.6,10.5,7.0,-1.9
O=C(CSc1nnc(NC(=O)c2ccco2)s1)NC1CCCC1,-16.0,x,x,-2.3,-1.2,1.6,x,-6.1,-1.2
O=C(CSc1nnc(-c2ccco2)n1CC1CCCO1)N1CCCCC1 (stereo not drawn),-7.8,95.0,44.0[fluorescence artefact?],-52.7,5.6,-1.2,7.9,6.5,-1.9
[O-]/[N+](=C\c1ccncc1)c1ccccc1,9.8,x,x,-2.0,4.1,-1.6,x,0.6,-2.9
CCOC(=O)COc1c(OC)cc(Cl)cc1C1Nc2ccccc2C(=O)N1c1ccc(F)cc1 (stereo not drawn),-1.2,x,x,x,6.7,3.0,x,-36.6,x
COc1ccc(S(=O)(=O)N2CCC(C(=O)Nc3ccc(OC)c(OC)c3)CC2)cc1C,-5.3,130.4[fluorescence artefact?],19.5,x,4.8,1.4,4.1,13.0,x
O=C1Cn2c(nc3ccccc32)N1c1ccccc1F,-5.9,110.1,-23.2[fluorescence artefact?],-9.1,5.0,-1.4,-30.0,21.8,-4.2
CCn1cc(-c2cc(C(F)(F)F)n3nc(C(=O)O)cc3n2)c(C)n1,4.9,23.0[fluorescence artefact?],75.4*[fluorescence artefact?],-17.4,6.5,-7.4,64.1*[fluorescence artefact?],-10.4,-0.5

# Bioassay records (PubChem BioAssay)
